Source: PubChem BioAssay
PREPL inh = PREPL enzyme inhibitors, primary screen, biochemical, fluorescence polarization; Prolyl endopeptidase-like (Homo sapiens), Q4J6C6; recombinant PREPL, fluorescence polarization activity-based probe; inhibition, % at 5.96 µM; actives 0.68% (n = 320,000); AID 2751, 2010; in the data active = inhibition above about 43%;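 also: 0% = enzyme with DMSO and 100% = wells lacking enzyme; many of its hits are not listed in these tables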
Target sequence (Q4J6C6 whole entry, looked up): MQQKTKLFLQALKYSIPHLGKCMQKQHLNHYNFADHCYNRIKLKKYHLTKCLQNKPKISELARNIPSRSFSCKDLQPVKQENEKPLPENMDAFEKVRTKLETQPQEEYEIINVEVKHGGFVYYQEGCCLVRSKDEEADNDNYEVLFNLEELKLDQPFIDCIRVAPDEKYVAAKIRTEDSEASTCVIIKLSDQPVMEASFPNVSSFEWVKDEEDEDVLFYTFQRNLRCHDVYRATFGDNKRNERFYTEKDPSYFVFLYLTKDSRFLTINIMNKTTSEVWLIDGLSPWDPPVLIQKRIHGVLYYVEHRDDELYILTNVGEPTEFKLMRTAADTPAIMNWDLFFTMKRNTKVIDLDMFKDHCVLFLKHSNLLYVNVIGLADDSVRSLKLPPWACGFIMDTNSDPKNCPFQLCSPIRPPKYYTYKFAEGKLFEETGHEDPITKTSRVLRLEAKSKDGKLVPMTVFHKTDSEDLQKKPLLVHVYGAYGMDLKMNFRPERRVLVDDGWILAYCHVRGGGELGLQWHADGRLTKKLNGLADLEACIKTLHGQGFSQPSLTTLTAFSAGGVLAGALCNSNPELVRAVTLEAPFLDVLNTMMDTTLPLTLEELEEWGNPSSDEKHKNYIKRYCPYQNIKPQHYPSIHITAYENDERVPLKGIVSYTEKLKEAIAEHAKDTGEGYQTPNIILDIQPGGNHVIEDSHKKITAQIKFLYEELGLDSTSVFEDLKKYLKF
Fh CTSL1 inh = Fasciola hepatica cathepsin L1 inhibitors, primary screen, counter-screen for PFM18AAP inhibitor project, biochemical, QFRET, fluorogenic peptide substrate; inhibition, % at 5.96 µM; AID 1906, 2009; actives 0.49% (n = 300,000); recombinant F. hepatica cathepsin L1, Z-Leu-Arg-MCA fluorescence;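 active = inhibition above the mean of all tested compounds plus 3 SD, set per screening campaign, cut at about 17% in these data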;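 also: 0% = plate median of test compound wells and 100% = 1 µM Z-Phe-Ala-diazomethylketone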
PP5 inh = PP5 phosphatase inhibitors, primary screen, biochemical, fluorescence | purified PP5c, OMFP substrate fluorescence | inhibition, % at 6.7 µM | actives 0.18% (n = 320,000);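 active = inhibition above the campaign's mean inhibition across all tested compounds plus 3 SD, cut at about 9.5% in these data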;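 also: 0% = DMSO only and 100% = 100 µM cantharidin control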
TPT1 inh = Candida albicans TPT1 enzyme inhibitors, primary screen, biochemical, fluorescence polarization. tRNA 2'-phosphotransferase TPT1 (Candida albicans SC5314). inhibition, % at 5 µM. actives 0.81% (n = 300,000). recombinant caTPT1, FP RNA substrate dephosphorylation;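 active = inhibition above the mean of all tested compounds plus 3 SD, set per screening campaign, cut at about 24% in these data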;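 also: plate controls were DMSO alone for no effect and ferristatin control at 100 nM for full effect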
core dimer inh = inhibitors of HCV core protein dimerization, primary screen, biochemical, TR-FRET, high-throughput; TR-FRET GST/Flag-core106 dimerization, 1536-well; inhibition, % at 5 µM; actives 0.33% (n = 300,000); AID 1899, 2009;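 active = inhibition above the mean of all tested compounds plus 3 SD, set per screening campaign, cut at about 45% in these data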
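System: GST/Flag-tagged HCV core106 proteins. Incubation: compound-protein-antibody incubation 4 h at 22.5 °C. Technique: HTRF with 340 nm excitation, 617/671 nm emission. Medium: KF-containing HEPES buffer, pH 7.45, DTT, CHAPS, BSA. Read-out: inhibition (%) from 671 over 617 nm ratio. Also added: Eu(K)-anti-GST 90 ng/mL plus XL665-anti-Flag 1 µg/mL.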
Efflux pump inh = inhibitors of Candida efflux pumps in yeast, primary screen, S. cerevisiae, Nile Red, multiplex. S. cerevisiae Candida pump triplex. inhibition, % at 10 µM. actives 0.44% (n = 330,000). AID 485275, 2010;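 active = plate passing quality check with inhibition over a set limit, or well fluorescence over plate mean plus 4 SD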;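 also: Nile Red retained in pooled yeast measured as flow cytometry median fluorescence; 0% = buffer negative control and 100% = Enniatin B positive control; higher means more Nile Red kept so more efflux inhibition; some compounds called inactive have numbers as strong as hits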
LYPLA2 inh = LYPLA2 inhibitors, primary screen, counter-screen for PME1 inhibitor project, biochemical, fluorescence polarization, FP-Rh probe ABPP | actives 0.38% (n = 320,000) | recombinant LYPLA2 | AID 2177, 2009 | inhibition, % at 5.9 µM | Acyl-protein thioesterase 2 (Homo sapiens), O95372;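 active = inhibition above the screen-wide mean plus 3 SD, limit set per campaign, cut at about 26% in these data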;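 also: 0% = LYPLA2 with DMSO and 100% = wells lacking LYPLA2 enzyme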
Target sequence (O95372 whole entry, looked up): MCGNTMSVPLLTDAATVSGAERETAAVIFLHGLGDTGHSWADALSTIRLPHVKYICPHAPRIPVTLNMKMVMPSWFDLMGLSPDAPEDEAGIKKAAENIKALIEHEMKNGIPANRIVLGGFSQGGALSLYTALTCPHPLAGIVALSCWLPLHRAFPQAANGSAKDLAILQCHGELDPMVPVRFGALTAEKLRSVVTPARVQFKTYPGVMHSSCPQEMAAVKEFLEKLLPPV
PP1 inh = PP1-alpha phosphatase inhibitors, primary screen, counter-screen for PP5 inhibitor project, biochemical, fluorescence, OMFP substrate, single point. Serine/threonine-protein phosphatase PP1-alpha catalytic subunit (Homo sapiens), P62136. AID 2235, 2010. actives 0.9% (n = 320,000). purified PP1alpha. inhibition, % at 6.7 µM;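 active = inhibition above the mean inhibition of all tested compounds plus 3 SD, computed separately for each screening campaign, cut at about 15% in these data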
JMJD2C inh = inhibitors of GASC-1 histone demethylase, primary screen, biochemical, fluorescence, DELFIA europium. GST-JMJD2C(1-420) H3K9me3 demethylation. inhibition, % at 2.35 µM. actives 0.069% (n = 330,000). Lysine-specific demethylase 4C (Homo sapiens), Q9H3R0;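 active = more than half of a compound's replicate wells show inhibition beyond 50%, single wells judged on their own value; inconclusive = some, but no more than half, of replicates pass 50% inhibition; inactive = no replicate passes 50% inhibition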;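 also: signal counts dimethyl H3K9 product captured on neutravidin plate; 0% = median of DMSO wells and 100% = 0.3 times that DMSO median; strong numbers were not always called active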
Numbers without * were called inactive; ? = inconclusive; . = not tested or not shown; & = joins results of further samples. Not all compounds are listed, so the mix of outcomes need not match the whole.

Fields: PREPL inh, Fh CTSL1 inh, PP5 inh, TPT1 inh, core dimer inh, Efflux pump inh, LYPLA2 inh, PP1 inh, JMJD2C inh
(1) CS(=O)(=O)N1CCC(C(=O)N2CCN(Cc3ccccc3)CC2)CC1
  12, 1, 0.7, -6, -2, 0.1, 2, -4, 6
(2) CN(C)CCCCNCCCNC(=O)/C=N\O
  -4, 0, 0.1, 3, 3, -0.1, 0, -1, 19
(3) CCN(CC(=O)Nc1c(F)cccc1F)C(=O)CNC(=O)c1sc2ccccc2c1Cl
  25, ., 4.0, ., ., -0.1, -4, -1, -7
(4) Cc1ccc(NC(=O)C(OC(=O)c2ccccc2Cl)c2ccccc2)cc1Cl (stereo not given)
  -9, 1, 2.0, -1, 11, 0.1, -46, 2, 1
(5) CCOc1ccc(S(=O)(=O)N2Cc3ccccc3CC2C(=O)NCCCn2ccnc2)cc1 (stereo not given)
  -6, -1, -0.5, -2, 6, 0.0, -2, 0, ?
(6) O=[N+]([O-])c1cc(Cl)cc(/C=N/Nc2nc3ccccc3s2)c1O
  7, 1, 1.7, -5, 3, -0.2, 4, -2, 6
(7) Cc1nc2sc(C(c3ccccc3)N3CC(C)OC(C)C3)c(O)n2n1 (stereo not given)
  6, -1, -0.2, -3, -2, 0.0, 6, -1, 1
(8) COc1ccc(CCN2CCCn3c2nc2c3c(=O)n(Cc3ccccc3F)c(=O)n2C)cc1OC
  3, 1, 3.4, 5, 11, 0.0, 0, 2, 10&0
(9) Cc1cc(-c2nc3ccccc3[nH]2)ccc1N
  10, 3, 0.1, 0, -2, 0.0, 0, 0, -2
(10) COc1ccc(NC(=O)CN(C)C(=O)CCCSc2nc3ccccc3[nH]2)cc1
  6, -1, -1.3, 0, 0, 0.0, -2, -5, 3
(11) CC1(C)CN(c2ccc(F)cc2)C1=O
  0, 1, 4.4, -4, -3, 0.2, -1, -3, 13
(12) O=C(CSc1nccc(=O)[nH]1)NC1CCCc2ccccc21 (stereo not given)
  -5, 1, -0.9, 1, 1, 0.0, 0, -2, 6
(13) O=C(CCl)N1c2ccccc2OCC1c1ccccc1 (stereo not given)
  4, 0, 1.8, -4, -7, -0.3, 3, 3, 9
(14) Cc1ccc(S(=O)(=O)N2CCN(C(=O)c3ccc(OCc4c(C)noc4C)cc3)CC2)cc1
  21, -8, 0.7, 1, 9, 0.6, -2, -1, -32
(15) COc1cccc(N2CCN(CC(=O)c3c[nH]c4ccc(OC)cc34)CC2C)c1 (stereo not given)
  20, -1, 3.4, 0, 2, -0.1, 10, 2, 0
(16) Cc1ccc(-c2nn(CCC(=O)NCC3CCCO3)c(=O)c3ccccc23)cc1 (stereo not given)
  4, 0, 0.5, -5, -1, -0.1, -6, 1, 2
(17) O=C(Nc1ccc(N2CCCCC2)cc1)C1CCCN1S(=O)(=O)c1ccc(F)cc1 (stereo not given)
  6, ., 2.8, ., ., -0.3, 2, -4, 7
(18) CC1CCN(CCCCOc2ccc(Br)cc2)CC1
  18, -3, 1.8, 0, 8, 0.0, -3, -2, 5
(19) CC1(C)CC(=O)N(c2cccc(Cl)c2)C(=O)C1
  -1, -3, 1.9, -1, 10, 0.0, 3, -2, 6
(20) Cc1cc(C)cc(NC(=O)NCc2nnc(SCc3ccccc3)n2C)c1
  32, -4, -3.8, -3, 1, 0.2, 2, -1, -49
(21) CC(=O)C1CCCN(C(=O)c2ccc3oc(CCc4ccccc4)nc3c2)C1 (stereo not given)
  14, -2, 3.1, -2, -10, 0.4, 2, 0, 4
(22) Cc1cccc(C(=O)N2CCCC(c3nc(-c4ccc(C)o4)no3)C2)c1 (stereo not given)
  5, 3, 2.3, -1, -1, -0.2, 6, 7, 5
(23) O=C(Nc1cccc(C(F)(F)F)c1)C12CC3CC(CC(C3)C1)C2
  0, 2, 0.9, 1, -4, 0.0, 5, -3, 0
(24) CCN1C(=O)[C@H]2[C@@H](c3ccc(-c4ccccc4)cc3)N3CCCC[C@@]3(C(=O)OC)[C@H]2C1=O
  35, 9, 2.1, -1, 9, -0.1, 2, -2, -3
(25) Nc1nonc1-c1nc2ccccc2n1CC(=O)N1CCN(c2ccc(F)cc2)CC1
  37, 2, 3.0, 1, 4, -0.2, 1, 6, -21
(26) NC(=O)c1oc2ccccc2c1NC(=O)c1nc2ccccc2s1
  -3, -1, -2.9, 1, -15, -0.1, -21, 25*, -6
(27) Cc1nn(-c2ccccc2)c(Cl)c1/C=N/O
  -10, -1, 1.5, -4, -3, 0.0, -2, 0, -11
(28) CC(C)Cn1c(C(C)C)nc([N+](=O)[O-])c1S(=O)(=O)c1ccc(F)cc1
  0, 2, -2.6, -3, 0, 0.0, -2, -7, -15
(29) Cc1ccn2c(=O)nc(SCC(=O)Nc3ccc4c(c3)OCCO4)nc2c1
  3, 6, -0.4, 5, 9, -0.1, 2, 2, 1
(30) O=c1c2ccccc2oc2ccc(NCCCN3CCOCC3)cc12
  8, 5, 0.5, -6, -7, -0.1, 2, -1, 14
(31) O=c1onc(-c2ccccc2)n1-c1cc(Cl)cc(Cl)c1
  -13, -2, -0.1, -4, -2, -0.1, 10, -1, 18
(32) O=C(O)CSc1nnc(-c2ccc(Cl)cc2Cl)n1-c1ccc(Cl)cc1
  0, -3, 1.7, 1, -5, -0.2, 8, -1, 0
(33) CCOc1cc2c(cc1/C=C1/NC(=O)N(CC(=O)OC)C1=O)OCO2
  -3, 5, 3.8, 0, -11, 0.0, 5, 1, -7
(34) COC(=O)C1=C2c3[nH]c4ccccc4c3CCN2C(=O)CC1
  16, -1, 2.2, 3, -14, 0.2, 0, -6, -2
(35) COc1ccccc1NC(=O)CCCN1C(=O)C2CC=CCC2C1=O (stereo not given)
  1, -5, 1.2, -1, -2, 0.0, 4, -5, -3
(36) COc1ccc(CN2C(=O)NC3(CCCC3)C2=O)cc1F
  -2, -5, 4.0, 0, -3, -0.1, 0, -2, 4
(37) O=C(CC(=O)Nc1cccc(Cl)c1Cl)Nc1cccc(Cl)c1Cl
  2, 3, 0.7, -4, -6, -0.1, 7, -2, -11
(38) Cc1c(NS(=O)(=O)c2ccc(N)cc2)c(=O)n(-c2ccccc2)n1C
  13, 2, -1.5, -2, 9, 0.1, -3, 2, -2
(39) O=C(CN1C(=O)c2ccccc2S1(=O)=O)N1CCOCC1
  17, -3, 1.0, -2, -3, 0.0, -2, -5, 3
(40) CCOCCCN(C(=O)c1snc(C(N)=O)c1N)C(C(=O)NC(C)(C)C)c1ccc(Cl)cc1 (stereo not given)
  -1, 2, 2.4, -2, 15, 0.0, 1, 0, 4
(41) CCOC(=O)C1=C(NC(=S)NC(=O)c2ccccc2)c2ccccc2CC1(C)CC (stereo not given)
  9, 7, 0.3, -1, 11, -0.3, -2, -2, -12
(42) CCCn1c(CN2CCN(C)CC2)nc2ccccc21
  -1, 1, 1.2, 0, 2, -0.1, 3, -2, 6
(43) O=C(CC1N=C2c3ccccc3N=C(SCc3ccc(Cl)cc3)N2C1=O)NCc1ccco1 (stereo not given)
  15, 7, 7.5, -2, 30, 0.0, -1, 3, 1
(44) Brc1ccc(N=C/C=C/C=C/Nc2ccc(Br)cc2)cc1
  25, 3, 0.9, 8, -2, 0.2, -2, 0, 6
(45) O=C(Cn1nnc(-c2ccccc2F)n1)Nc1ccc(S(=O)(=O)NC2CCCC2)cc1
  5, 6, 5.6, 1, 3, -0.1, -35, -1, 1
(46) CC(Nc1n[nH]c(=O)[nH]c1=O)C(=O)N/N=C/c1cccs1 (stereo not given)
  4, -5, -0.9, -7, -2, 0.1, -3, -5, 1
(47) O=C(c1cc2c(cc1Br)OCCCO2)N1CCCCC1
  5, 0, 1.9, -2, -2, 2.7, 5, 1, 1
(48) Cc1ccc(C)c(S(=O)(=O)N/N=C2/CCCc3ccccc32)c1
  14, -1, 5.3, -6, 4, -0.1, 10, 2, 17
(49) CCN(c1ccccc1)c1nc2ccsc2c(=O)s1
  -5, 3, 3.4, -3, 9, 0.3, 2, 5, .
(50) Cc1ccsc1CN(C)C(=O)C1CCC(=O)N(CCc2cccc(F)c2)C1 (stereo not given)
  7, 2, 4.0, -2, 1, -0.1, 4, 0, 3
(51) CCCCN(C(=O)CN1C(=O)C2CCCCC2C1=O)c1c(N)n(CCC)c(=O)[nH]c1=O (stereo not given)
  11, 3, -0.2, -2, -11, -0.1, -3, -4, -6
(52) CCC(C)N(C(=O)CSc1nnnn1-c1ccccc1OC)C1CCS(=O)(=O)C1 (stereo not given)
  11, ., 2.9, ., ., 0.2, -2, -2, 7
(53) COc1ccc(C(=O)NCc2ccc3[nH]c(C)cc3c2)cc1OC
  8, -10, -0.7, 2, 10, 0.2, -12, 4, 11
(54) CCOC(=O)CN1C(=O)C(Sc2n[nH]c(-c3ccc(C)cc3)n2)CCc2ccccc21 (stereo not given)
  -3, 0, 3.4, 3, 6, 0.1, -4, 2, 12
(55) C=CCOC(=O)CCC(=O)Nc1cc(OC)nc(OC)n1
  4, -9, 3.8, -4, 2, -6.5, 7, 1, 7
(56) COc1ccc(C2CC(c3c(O)cc(C)oc3=O)=NCCS2)c(OC)c1 (stereo not given)
  14, 1, -2.1, 42*, 5, -0.1, 0, -2, -1
(57) CCOc1ccc(N(CC(=O)NC(C)C)C(=O)CCC(=O)Nc2ccccn2)cc1
  -5, -2, 3.0, -1, -5, 0.1, 2, -3, 3
(58) CCn1c(C)nc2c(=O)oc3ccccc3c21
  2, 0, 1.9, 0, -4, 0.0, 4, -2, -10
